Bioassay records deposited in PubChem BioAssay by several laboratories.
VHR inh abs: blocks human VHR1 dual specificity phosphatase; 0.52% of 290,000 active; P51452; recombinant VHR phosphatase, pNPP absorbance; inhibition, % at 13.3 µM; in the data active = inhibition above about 50%; note: some compounds called inactive have numbers as strong as hits
Target sequence (P51452 whole entry, looked up): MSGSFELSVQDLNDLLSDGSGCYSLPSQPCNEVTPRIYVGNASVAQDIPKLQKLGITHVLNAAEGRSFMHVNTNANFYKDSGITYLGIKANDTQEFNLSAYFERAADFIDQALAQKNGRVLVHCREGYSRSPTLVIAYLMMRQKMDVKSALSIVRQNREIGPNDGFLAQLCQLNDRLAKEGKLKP
CCHFV vOTU inh: CCHFV vOTU protease inhibition; Pep-AMC fluorescence; inhibition, % at 11.5 µM; 0.55% of 370,000 active; AID 651958; in the data active = inhibition above about 30%; note: 0% = vehicle wells with enzyme and 100% = no enzyme wells
PrPC surface inh: inhibitors of human cell surface prion protein PrPC; TR-FRET read-out; P04156; inhibition, % at 13.8 µM; 0.43% of 370,000 active; in the data active = inhibition above about 24%; note: 0% = median of the test wells and 100% = reference compound wells
TcdB inh: blocks C. difficile toxin B glycohydrolase activity; P18177; TcdB glycohydrolase enzymatic assay, plate reader; inhibition, % at 9.99 µM; 0.24% of 350,000 active; in the data active = inhibition above about 10%
Rv3671c inh: inhibits the M. tuberculosis serine protease Rv3671c; 0.048% of 320,000 active; P9WHR9; AID 2606; inhibition, % at 5.96 µM; in the data active = inhibition above about 38%;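 note: extracellular domain of Rv3671c used as enzyme; 0% = enzyme with DMSO and 100% = no enzyme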
Target sequence (P9WHR9 whole entry, looked up, the tested form may be a part): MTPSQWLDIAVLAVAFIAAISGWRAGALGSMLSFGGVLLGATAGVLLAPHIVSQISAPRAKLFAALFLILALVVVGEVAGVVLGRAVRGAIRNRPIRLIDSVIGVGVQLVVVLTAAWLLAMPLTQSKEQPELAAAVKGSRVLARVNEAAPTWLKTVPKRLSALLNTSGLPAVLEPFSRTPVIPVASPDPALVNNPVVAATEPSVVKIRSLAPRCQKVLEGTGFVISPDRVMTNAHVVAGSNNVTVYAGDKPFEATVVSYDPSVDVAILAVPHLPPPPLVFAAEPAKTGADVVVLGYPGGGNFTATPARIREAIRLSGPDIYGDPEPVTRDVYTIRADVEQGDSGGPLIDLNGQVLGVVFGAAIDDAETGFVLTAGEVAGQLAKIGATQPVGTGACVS
Y pestis TopoI: Y. pestis Topo-I inhibition via cleavage products. 0.064% of 360,000 active. Y. pestis Topo-I cleavage product accumulation, plate reader. activity, % at 10 µM; in the data active = activity above about 50%, passing the limit was not always enough; note: inactives centre near 2
MazEF act: MazEF (E. coli) toxin RNase activation; P0AE70; FAM/BHQ RNA-DNA oligo cleavage fluorescence, 5 h; activation, % at 20 µM; 0.32% of 350,000 active; in the data active = activation above about 50%
Target sequence (P0AE70 whole entry, looked up): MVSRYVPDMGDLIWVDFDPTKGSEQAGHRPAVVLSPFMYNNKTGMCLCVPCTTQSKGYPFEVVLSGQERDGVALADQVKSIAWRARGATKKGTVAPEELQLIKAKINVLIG
BH1578 lux ind: induces V. cholerae light production without autoinducers; V. cholerae BH1578 lux reporter, luminescence, 6 h; activation, % at 18.7 µM; 0.16% of 350,000 active; in the data active = activation mostly above about 9.7%, no sharp cut-off; note: not every result past the cut was called active; inactives centre near 0; reference of the scale not given here
SARS 3CLpro inh: SARS-CoV 3CLpro protease inhibition; 0.14% of 290,000 active; recombinant SARS-CoV 3CLpro, quenched FRET peptide cleavage; inhibition, % at 6 µM; in the data active = inhibition above about 12%
SSB-PriA inh: K. pneumoniae PriA-SSBct interaction inhibition; AlphaScreen SSBct-PriA binding, biotinylated peptide; inhibition, % at 33 µM; 0.6% of 430,000 active; in the data active = inhibition mostly above about 37%, no sharp cut-off; inactive = mostly below about 20%;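 note: plate controls were negative control peptide for no effect and reference peptide for full effect; strong numbers were not always called active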
Active calls of the source: *; i = inactive; / = not tested or not shown. Some of the compounds tested; count on the stated rates, not on these rows.

item | Structure | VHR inh abs | CCHFV vOTU inh | PrPC surface inh | TcdB inh | Rv3671c inh
1 | COc1ccccc1N1CCN(Cc2nc3ccccc3[nH]2)CC1 | 1 | -7 | -7 | 1.6 | 2
2 | Cc1ccccc1CN1CCN(C(=O)c2ccco2)CC1 | -5 | -7 | 12 | 0.7 | -5
3 | CC1=C(C#N)C(C)(C)C(C#N)=C(C)N1 | / | -1 | -1 | 0.8 | /
4 | C=CCNC(=S)NNC(=O)c1ccc(Br)o1 | 23 | -2 | 9 | / | -1
5 | CN1CCc2c(sc(NC(=O)C3CCCCC3)c2C(N)=O)C1 | 29 | -4 | -1 | -0.4 | 6
6 | Cc1ccc(-n2c(SCC(=O)N3CCOCC3)nnc2-c2cccnc2)cc1C | 20 | 10 | 3 | / | -6
7 | Cc1ccccc1Nc1nc(N)nc(CSc2ccc(F)cc2)n1 | 21 | -10 | -3 | 1.4 | 5
8 | CC(C)CC1C(=O)N(Cc2cn(Cc3ccco3)nn2)CCS(=O)(=O)N1Cc1ccc(-c2ccc(Cl)c(Cl)c2)cc1 (configuration not stated) | / | 11 | -8 | 3.0 | /
9 | Cc1cc(NC(=O)CN(C)CC(=O)Nc2ccc(Cl)c(C(F)(F)F)c2)no1 | / | 12 | 8 | -4.6 | -18
10 | Cc1cc(C(=O)CN2C(=O)c3ccccc3S2(=O)=O)c(C)n1C(C)C | / | 18 | -8 | 2.5 | 8
11 | Cc1ccccc1Cn1cnc2c([N+](=O)[O-])c(C)c(C)cc21 | 25 | -1 | 4 | / | -14
12 | Cn1c(=O)cc(SCC(=O)NCCC2=CCCCC2)c2ccc(Cl)cc21 | 12 | -11 | 14 | / | 8
13 | CC1CCN(C(=O)Cn2cc([N+](=O)[O-])ccc2=O)c2ccccc2S1 (configuration not stated) | / | 7 | -11 | 0.2 | -1
14 | O=C(Nc1ccc(F)cc1)c1cccnc1N1CCCCC1 | -17 | 1 | -8 | 2.6 | -11
15 | Cc1ccc(-c2n[nH]c(=S)n2/N=C/c2cccs2)cc1 | 3 | 11 | -10 | 6.9 | -1

item | Y pestis TopoI | MazEF act | BH1578 lux ind | SARS 3CLpro inh | SSB-PriA inh
1 | -5 | 5 | -0.3 | -4 | -6
2 | 3 | 2 | i | 4 | 12
3 | 11 | 7 | i | / | /
4 | 2 | -3 | -0.4 | -5 | -9
5 | 9 | 5 | -0.4 | -8 | -5
6 | 4 | 1 | 1.3 | 0 | 0
7 | -14 | 9 | -0.3 | 2 | -12
8 | -2 | 7 | -0.2 | / | /
9 | 9 | -2 | 3.1 | / | 1
10 | 13 | 2 | -0.7 | / | 8
11 | 4 | 4 | 3.0 | 0 | 15
12 | 7 | -2 | -0.1 | 1 | -5
13 | -2 | 10 | i | / | -9
14 | 3 | -2 | i | 2 | -12
15 | 1 | -2 | -0.3 | 6 | /

Laid out differently: three of the compounds above
The line under a structure holds: VHR inh abs	CCHFV vOTU inh	PrPC surface inh	TcdB inh	Rv3671c inh	Y pestis TopoI	MazEF act	BH1578 lux ind	SARS 3CLpro inh	SSB-PriA inh
3: CC1=C(C#N)C(C)(C)C(C#N)=C(C)N1
 : /	-1	-1	0.8	/	11	7	i	/	/
2: Cc1ccccc1CN1CCN(C(=O)c2ccco2)CC1
 : -5	-7	12	0.7	-5	3	2	i	4	12
4: C=CCNC(=S)NNC(=O)c1ccc(Br)o1
 : 23	-2	9	/	-1	2	-3	-0.4	-5	-9

Continued.
item | Structure | VHR inh abs | CCHFV vOTU inh | PrPC surface inh | TcdB inh | Rv3671c inh
16 | O=C(NC(=S)N1CCN(c2ccc(F)cc2)CC1)C12CC3CC(CC(C3)C1)C2 | 0 | -2 | -3 | 0.1 | 2
17 | CC(C)CCN1CCN(C2CCN(c3ccc4c(c3)OCO4)CC2)CC1CCO (configuration not stated) | 25 | -2 | 0 | -6.0 | -4
18 | O=C(NCCCCc1ccccc1)Nc1ccc(F)cc1 | -2 | 5 | 6 | 0.3 | -5
19 | CC(C)c1ccc(N2C(=O)CC(Sc3ncccn3)C2=O)cc1 (configuration not stated) | 11 | 0 | 6 | -0.6 | /
20 | O=C(COc1ccccc1Br)N1CCN(C(=O)c2cccs2)CC1 | / | 16 | 2 | -0.1 | 8
21 | CCN1CCN(C(=O)c2cc(S(=O)(=O)N3CC(C)CC(C)C3)ccc2Cl)CC1 (configuration not stated) | / | -5 | 1 | 0.9 | /
22 | O=C(NCCC1=CCCCC1)c1cc2c(s1)CS(=O)(=O)C2 | 5 | -5 | 1 | / | -6
23 | CCOC(=O)c1c(Cl)c(C)nn1-c1nc(OC)cc(OC)n1 | -17 | -8 | 3 | 1.1 | -4
24 | Cc1nc2ccc(C(=O)N3CCN(Cc4ccccc4)CC3)cc2[nH]1 | -15 | 10 | 1 | 0.5 | 2
25 | O=C(NNC(=O)C1CC=CCC1C(=O)O)c1ccc(Cl)cc1 (configuration not stated) | -5 | -7 | 4 | 0.6 | -3
26 | O=C(COc1ccc([N+](=O)[O-])cc1)NCc1ccccc1 | 23 | -8 | -7 | / | 1
27 | Cn1nc(C(F)(F)F)cc1Oc1ncc(C(F)(F)F)cc1Cl | 13 | -3 | 3 | -0.5 | 2
28 | CCc1ccc(C(=O)COC(=O)c2nn(C)c(=O)c3ccccc23)cc1 | 7 | -8 | 1 | 0.2 | 2
29 | CCCCNCCOCCSc1ccc(Cl)cc1 | 32 | 12 | -8 | / | 1
30 | CC(=O)c1ccc(C(=O)N2CCc3c([nH]c4ccccc34)C2c2ccccn2)s1 (configuration not stated) | 30 | 4 | -2 | -0.5 | -1

item | Y pestis TopoI | MazEF act | BH1578 lux ind | SARS 3CLpro inh | SSB-PriA inh
16 | 37 | 5 | -0.2 | -3 | 1
17 | -4 | 7 | 4.6 | -1 | 5
18 | 3 | -1 | -1.6 | 0 | -14
19 | 3 | -10 | -0.7 | 0 | -2
20 | 16 | 3 | i | / | -11
21 | -3 | 4 | i | / | 1
22 | -9 | -2 | -0.3 | 3 | -8
23 | 8 | 10 | -0.3 | 1 | 1
24 | -6 | 9 | -1.2 | -7 | -3
25 | 3 | 10 | i | 1 | -5
26 | 0 | -10 | 2.1 | 4 | -10
27 | -5 | 8 | -0.2 | 3 | 1
28 | 37 | 4 | -0.5 | 1 | -6
29 | 15 | 11 | -5.9 | 4 | -9
30 | 9 | 4 | -2.1 | 4 | 9

Quoted from above: compounds 16–17
item | Structure | VHR inh abs | CCHFV vOTU inh | PrPC surface inh | TcdB inh | Rv3671c inh
16 | O=C(NC(=S)N1CCN(c2ccc(F)cc2)CC1)C12CC3CC(CC(C3)C1)C2 | 0 | -2 | -3 | 0.1 | 2
17 | CC(C)CCN1CCN(C2CCN(c3ccc4c(c3)OCO4)CC2)CC1CCO (configuration not stated) | 25 | -2 | 0 | -6.0 | -4

item | Y pestis TopoI | MazEF act | BH1578 lux ind | SARS 3CLpro inh | SSB-PriA inh
16 | 37 | 5 | -0.2 | -3 | 1
17 | -4 | 7 | 4.6 | -1 | 5

Later entries.
item | Structure | VHR inh abs | CCHFV vOTU inh | PrPC surface inh | TcdB inh | Rv3671c inh
31 | COCCNc1ncnc2c1ncn2[C@H]1CN(Cc2ccc3c(c2)OCO3)C[C@@H](CO)O1 | / | -3 | -4 | 0.1 | /
32 | c1ccc(OCc2nn3c(-c4ccco4)nnc3s2)cc1 | 7 | 1 | 0 | / | 10
33 | O=C(Nc1cc(C(F)(F)F)ccc1N1CCOCC1)c1n[nH]c(=O)c2ccccc12 | 12 | -5 | -1 | / | -4
34 | CC(NC(=O)COc1ccc([N+](=O)[O-])cc1)c1ccccc1 (configuration not stated) | 5 | -4 | -1 | 0.7 | -3
35 | Cc1cc(NC(=O)c2n[nH]c(=O)c3ccccc23)ccc1Br | 20 | -10 | -3 | 0.0 | 2
36 | COc1cc(COCC(O)CN2C(C)CCCC2C)cc(OC)c1OC (configuration not stated) | 1 | 2 | -1 | -1.4 | 2
37 | CC(C)c1nnc(NC(=O)CCC(=O)NC2CCCc3ccccc32)s1 (configuration not stated) | -2 | 0 | -2 | / | 3
38 | CCn1c(SCC(=O)NC2=NCCS2)nnc1C(C)NC(=O)c1ccccc1Br (configuration not stated) | -3 | 4 | -4 | -0.1 | -9
39 | O=C(O)c1ccccc1C(=O)NCc1c(Cl)cccc1Sc1ccc(Cl)cc1 | 28 | -2 | 6 | 3.3 | 2
40 | Cc1ccc2c(c1)N(CC(=O)NCc1cccnc1)C(=O)CO2 | 5 | -14 | 5 | / | 0
41 | C[C@H](NC(=O)CCCOc1ccc(Cl)cc1Cl)c1nnc2ccccn12 | 24 | 12 | -6 | -0.1 | -4
42 | CCC(=O)Nc1c2c(nn1-c1cccc(Cl)c1)CS(=O)(=O)C2 | 34 | 3 | -4 | 0.7 | 2
43 | CCOC(=O)C(=O)c1c(C)cc2ccccn12 | 17 | -17 | -13 | -0.7 | /
44 | CC(=O)C1=C(NC(=O)c2ccc(C(F)(F)F)cc2)C[C@@H]2[C@H]1C2(C)C | 15 | 14 | 6 | 1.2 | -2
45 | O=[N+]([O-])c1c(N2CCN(CCO)CC2)nc2ccccn12 | -4 | -9 | -28 | 1.4 | -6

item | Y pestis TopoI | MazEF act | BH1578 lux ind | SARS 3CLpro inh | SSB-PriA inh
31 | 1 | / | i | / | /
32 | 8 | 5 | -0.5 | 0 | -5
33 | 6 | -7 | -0.5 | -2 | -11
34 | -3 | 3 | -0.1 | -3 | 2
35 | / | -11 | / | 1 | -9
36 | -9 | 4 | -0.1 | -1 | -17
37 | -4 | -2 | 0.9 | 2 | -21
38 | -5 | 6 | i | -4 | 9
39 | 15 | -7 | -10 | 5 | -2
40 | 1 | -3 | -6.7 | 2 | -5
41 | -3 | 8 | i | 1 | 9
42 | 3 | 12 | -0.4 | -4 | -10
43 | -2 | 3 | -0.4 | -1 | 2
44 | 10 | -1 | 8.5 | 1 | 3
45 | -1 | 5 | -0.5 | -1 | -9

Entries by screen from above.
PrPC surface inh, entries 2 to 11 → 12, -1, 9, -1, 3, -3, -8, 8, -8, 4
Rv3671c inh, entries 2 to 11 → -5, /, -1, 6, -6, 5, /, -18, 8, -14

(continued)
item | Structure | VHR inh abs | CCHFV vOTU inh | PrPC surface inh | TcdB inh | Rv3671c inh
46 | Cc1cc(NC(=O)CSc2nccn2-c2cccc(F)c2)no1 | / | 19 | -5 | 4.4 | 6
47 | CC(C)(C)C(Cn1ccnc1)NC(=O)c1ccc2nc(C3CC3)oc2c1 (configuration not stated) | 20 | 0 | 4 | 1.5 | 0
48 | COc1ccc(C(O)c2nccn2Cc2ccccc2)cc1OC (configuration not stated) | 5 | -7 | -2 | / | 0
49 | CCCCNC(=O)Cn1c(-c2ccc(OC)cc2)noc1=O | 7 | 10 | 1 | / | 0
50 | O=C(NCCO)c1cccc(-c2cccc3nncn23)c1 | / | -21 | 2 | -2.4 | /
51 | Clc1ccccc1CSC1=NCCN1 | 2 | -17 | 7 | -0.2 | 1
52 | N=C1C(c2ccccc2)=C(O)CN1CCO | 22 | -5 | 1 | 0.3 | -7
53 | CNC(=O)Oc1cc2c(cc1C(C)(C)C)CCC2 | / | -14 | 6 | 0.2 | /
54 | COc1ccc(C2/C=C\CN(C(=O)c3ccccc3)CC(=O)N2Cc2cccc(F)c2)cc1 (configuration not stated) | / | -2 | 3 | 0.7 | /
55 | O=C(Nc1ccc(-c2n[nH]c(=S)o2)cc1)c1ccccc1 | 24 | 6 | -2 | 3.5 | -9
56 | COc1ccc(C(C)(O)c2nc(-c3cccc(C(F)(F)F)c3)cs2)cc1 (configuration not stated) | / | 11 | 1 | 1.0 | /
57 | NS(=O)(=O)c1cccc(NC(=O)COC(=O)c2cc(Cl)ccc2[N+](=O)[O-])c1 | 7 | 18 | 0 | 1.5 | -5

item | Y pestis TopoI | MazEF act | BH1578 lux ind | SARS 3CLpro inh | SSB-PriA inh
46 | 6 | 2 | / | / | 8
47 | 1 | 8 | i | -1 | -4
48 | 3 | 5 | -0.5 | 6 | -3
49 | 9 | 14 | 2.8 | -12 | -15
50 | 8 | / | -0.6 | / | /
51 | -2 | 2 | -0.1 | 4 | -20
52 | -3 | -3 | -0.2 | 0 | -9
53 | 8 | -1 | i | / | 0
54 | 12 | 3 | i | / | -1
55 | 0 | 3 | -0.6 | 3 | -13
56 | 8 | / | i | / | /
57 | -2 | -7 | -0.6 | 3 | 17
